# Screening data from PubChem BioAssay.
# KDM5B inh – inhibitors of human KDM5B histone demethylase; Q9UGL1; KDM5B demethylase, FDH-coupled NADH fluorescence (FDH is formaldehyde dehydrogenase); Potency, µM (doses to about 57.7 µM), without a hit: at the highest dose activity change, negative = inhibition, actives largely listed as inhibitors; 2.6% of 220,000 active; AID 1347165; active means well fitted inhibition curve with a large enough effect; inconclusive means small, poorly fitted or top-dose-only effect; inactive means no such curve, though single readings can be large or run the other way; further: 0% is about no effect; nearly all actives have a fitted effect of over 70% in size
# Target sequence (Q9UGL1 whole entry, looked up): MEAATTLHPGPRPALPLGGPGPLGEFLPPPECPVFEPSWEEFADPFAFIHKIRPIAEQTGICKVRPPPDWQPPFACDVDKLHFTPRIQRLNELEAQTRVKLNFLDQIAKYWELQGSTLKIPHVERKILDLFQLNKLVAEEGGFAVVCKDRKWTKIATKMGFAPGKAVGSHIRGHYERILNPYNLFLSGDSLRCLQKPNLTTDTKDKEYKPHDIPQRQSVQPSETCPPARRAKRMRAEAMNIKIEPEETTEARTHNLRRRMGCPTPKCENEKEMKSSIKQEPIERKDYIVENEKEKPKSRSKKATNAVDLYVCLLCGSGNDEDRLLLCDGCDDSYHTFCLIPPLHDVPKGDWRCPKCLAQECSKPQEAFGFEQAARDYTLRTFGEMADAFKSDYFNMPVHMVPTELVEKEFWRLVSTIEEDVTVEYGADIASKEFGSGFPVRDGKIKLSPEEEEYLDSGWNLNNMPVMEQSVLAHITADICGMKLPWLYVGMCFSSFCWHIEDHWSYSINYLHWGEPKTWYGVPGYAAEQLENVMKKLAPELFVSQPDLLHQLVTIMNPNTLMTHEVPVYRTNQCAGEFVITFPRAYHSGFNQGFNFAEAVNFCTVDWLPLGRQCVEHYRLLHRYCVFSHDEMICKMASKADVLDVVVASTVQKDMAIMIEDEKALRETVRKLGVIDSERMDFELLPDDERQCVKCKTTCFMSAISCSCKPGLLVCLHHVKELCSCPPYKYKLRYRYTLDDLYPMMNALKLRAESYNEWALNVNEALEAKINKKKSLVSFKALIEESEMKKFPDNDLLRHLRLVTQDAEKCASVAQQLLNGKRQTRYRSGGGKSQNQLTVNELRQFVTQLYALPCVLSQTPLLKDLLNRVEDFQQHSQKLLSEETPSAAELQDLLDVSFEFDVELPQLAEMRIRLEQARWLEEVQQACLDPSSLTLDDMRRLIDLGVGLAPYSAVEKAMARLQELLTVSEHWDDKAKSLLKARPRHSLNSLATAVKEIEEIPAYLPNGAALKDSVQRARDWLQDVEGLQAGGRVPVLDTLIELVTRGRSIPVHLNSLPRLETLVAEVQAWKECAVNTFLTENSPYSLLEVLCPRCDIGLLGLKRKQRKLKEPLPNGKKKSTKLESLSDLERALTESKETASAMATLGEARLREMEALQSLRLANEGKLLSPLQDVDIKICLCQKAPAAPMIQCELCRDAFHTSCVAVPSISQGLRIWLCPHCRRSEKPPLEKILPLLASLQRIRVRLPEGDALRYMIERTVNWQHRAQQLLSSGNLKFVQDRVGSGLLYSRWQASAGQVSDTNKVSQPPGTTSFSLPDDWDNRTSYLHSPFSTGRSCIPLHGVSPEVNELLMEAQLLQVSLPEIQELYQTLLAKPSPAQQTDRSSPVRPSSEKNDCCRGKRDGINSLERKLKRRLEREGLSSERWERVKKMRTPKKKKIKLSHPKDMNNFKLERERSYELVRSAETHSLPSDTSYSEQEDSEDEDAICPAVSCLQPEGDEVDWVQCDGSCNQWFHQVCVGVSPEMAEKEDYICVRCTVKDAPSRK
#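 KDM5BΔAP (200 nM final) in 50 mM HEPES pH 7.5, 0.01% Tween-20 was preincubated 10 min at RT with compound over a concentration range. Substrate mix (H3K4me3 12.5 µM, α-KG 25 µM, Fe²⁺, ascorbate, NAD⁺, FDH) was added, and NADH fluorescence change over 30 min gave dose-response curves.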
# Numbers without * were called inactive; u = inconclusive; & = joins results of further samples; [ ] = another dose, or the depositor's remark. Potency means the concentration at half of the fitted maximal effect. Only part of the results is shown; the hit share may differ from the screen's.
SMILES,KDM5B inh
COc1ccc(C(=O)COC(=O)C(CC(=O)c2ccccc2)Nc2ccccc2OC)cc1 (stereo not given),-16%
CC(C)(C)c1nnc(NC(=O)C2CCN(C(=O)c3ccccc3Cl)CC2)s1,-5%
OC1(c2csc(CN3CCOCC3)n2)CCN(C2COC2)CC1,-15%[86.2 µM]
CC(C)c1ncc(-c2ccccc2)[nH]1,7%[230 µM]
O=C(NCc1ccc2c(c1)OCO2)C1Cn2cccc2C(=O)N1Cc1cccnc1 (stereo not given),-22%
CC(=O)c1cccc(Nc2nc3ccccc3nc2NS(=O)(=O)c2ccc(C)c(C)c2)c1,2%
Cc1[nH][nH]c(=O)c1C(c1ccc(OCc2ccccc2)cc1)c1c(C)[nH][nH]c1=O,u
COc1ccc(CNC(=O)c2cc(=O)c3c(C)cc(C)cc3o2)cc1,27%&7%
CCc1ccc(N(CC(=O)NCc2ccco2)C(=O)CCC(=O)Nc2ccccn2)cc1,27%
Cc1ccc(CNc2oc(-c3ccc(COc4ccc(Cl)cc4)o3)nc2C#N)cc1,u
O=C(CSCc1cccs1)NCC1CCCO1 (stereo not given),14%
Cc1cc(-c2nc(CC(C)C)nn2-c2ccccn2)cc(S(N)(=O)=O)c1C,-2%
Cc1ccc(CNC(=O)C2(C)CN(S(C)(=O)=O)CC(=O)N2c2cc(C)ccc2C)cc1 (stereo not given),10%
CC(OC(=O)c1cc(S(C)(=O)=O)ccc1Cl)C(=O)Nc1nc(-c2ccccc2)cs1 (stereo not given),-6%
O=C(O)C#CC(O)(c1ccccc1)c1ccccc1,10%
CCn1c(=O)c2cc(C(=O)NCCc3cccc(C)c3)sc2c2ccccc21,u
N#Cc1c(NC(=O)CSc2nccn2Cc2ccccc2)sc2c1CCC2,-9%
CCSc1nc(C)cc(C(F)(F)F)c1C#N,13%
COc1ccc(-c2onc(C)c2C(=O)NCc2cccc(Cl)c2)cc1,-33%
COc1ccc([C@H]2C[C@@H](O)[C@@H](O)[C@@H]2N2CCCCC2)cc1,3%[115 µM]
O=C(CSc1nc(-c2cccs2)nc2ccccc12)N1CCCCC1,u
CC1(C)Cc2sc3c(=O)n(CC(=O)c4ccc(Br)cc4)cnc3c2CO1,1%
Cc1ccc(CCNC(=O)c2nn(C)c3c2CSc2ccccc2-3)cc1,u
O=C(CCSc1ccccc1Cl)OCC(=O)c1ccc(C2CCCCC2)cc1,4%
CN(C)c1cccc(NC(=O)C2=NO[C@@H]3CN(Cc4ccc(F)cc4)C[C@H]23)c1,u
CCCNC(=O)NC(=O)CN(CCC1CCCCC1)CC(N)=O,6%
Cc1ccc2nc(-c3ccc(C)c(NC(=O)c4ccc([N+](=O)[O-])cc4)c3)oc2c1,6%
CC(C)Oc1ccc(C(=O)N(Cc2ccco2)Cc2cccs2)cc1,-29%
O=C(NC1CCN(c2cc(-c3cccs3)[nH]n2)CC1)c1cc(F)ccc1Cl,-19%
Cc1cccc(=O)n1CCC(=O)N1Cc2[nH]cnc2CC1C(=O)O (stereo not given),-10%
CCc1cccc2c(C(=O)CSc3nncn3C)c[nH]c12,7%
COc1cccc(C2=C(C(C)=O)Sc3nnc(C)n3N2C(C)=O)c1,0%
COc1c(C)cccc1C(=O)Nc1ccc(Cl)c(-c2nc3cc(C)ccc3o2)c1,u
Cc1ccc(C(=O)Nc2ccc3c(c2)N(C)C(=O)c2ccccc2S3)cc1,-27%
COc1ccc(NC(=O)Cc2c[nH]c3ncc(-c4ccccc4)cc23)cn1,u
C=CCO[C@@H]1CCN2C(=O)c3cc(-c4ccc(F)cc4F)ccc3NC(=O)[C@H]12,u
O=S(=O)(Nc1cccc(C#Cc2cccs2)c1)c1cccs1,-5%
CC(=O)c1c[nH]c2cc(C#N)ccc12,-1%
CN1CCN(C2CCOC3(CCN(C(=O)c4cccc5[nH]ccc45)CC3)C2)CC1 (stereo not given),u
Cc1cccc(-n2c(=O)c3c(cc(C)n3C)n(CC(=O)N(C)c3ccccc3)c2=O)c1,26%
COC[C@@H]1CN(C(=O)Cc2cccc(C)c2)C[C@H]1c1nc(C)no1,8%
CCCNC(=O)C1COC2(CCN(C(=O)c3ccc(Cl)cc3)CC2)N1C(=O)c1cccc(OC)c1 (stereo not given),11%
COC(=O)c1ccc(NC(=O)C(=O)NCC(c2cccnc2)N2CCN(c3ccccc3)CC2)cc1 (stereo not given),-27%
Cc1ccc(-c2cc3c(n2-c2ccccc2F)CC(C)(C)CC3=O)cc1,-7%
COc1ccc(CCNc2nc(-c3ccc(C)cc3)cc(C(F)F)n2)cc1OC,-31%
CNC(=O)[C@@H]1C[C@H](Oc2ccccc2)CN1C(=O)c1cccnc1,-14%
CN(Cc1ccc(Cl)cc1)Cc1ccccc1C(F)(F)F,-12%[86.2 µM]
Fc1ccc(-c2cnc3n2C[C@H](CNCc2ccccc2Cl)OC3)cc1,-26%[86.2 µM]
COCCN1CCC(C(=O)N2CCn3nc(Cc4ccccc4)cc3C2)C1 (stereo not given),u
Cn1cccc1C(=O)N1CCc2nc3cc[nH]n3c(=O)c2C1,32µM*
CCOc1cccc(C(=O)NNC(=O)C2C3CCC(C3)C2C(=O)O)c1 (stereo not given),7%
COc1ccc(C2(C(=O)N(C)Cc3ccc(OC(F)(F)F)cc3)CCOCC2)cc1,-17%[115 µM]
COc1ccccc1Nc1nc(-c2ccc3c(c2)CC(C)N3S(C)(=O)=O)cs1 (stereo not given),6%
COc1cc(/C=N/O)c(Br)cc1O,0%
CC(C)(C)n1ccc(C(=O)N2CCN(CC3CC3)[C@@H]3CS(=O)(=O)C[C@@H]32)c1,u
CC1(C)CC2(C)OCCN2C(=S)N1 (stereo not given),-5%
Cn1cc(C(=O)N2CCCN(S(=O)(=O)c3ccccc3)CCC(=O)NCC2)cn1,9%
Cc1cccc(NC(=O)NCCc2nnc3n2CCCCC3)c1,11%
COc1ccccc1-c1nc(C#N)c(N(C)Cc2ccccc2)o1,u
O=S(=O)(c1ccc(Br)s1)N1CCC(n2c(C(F)(F)F)nc3cccnc32)CC1,-1%
# New compounds follow.
SMILES,KDM5B inh
Fc1ccc(-c2cc3c(cn2)CN(Cc2ccncc2)CCN3)cc1Cl,35µM*
COc1ccc2c(c1)c(C(C(=O)O)N1C[C@H](C)C[C@H](C)C1)cn2CC(=O)O (stereo not given in full),-15%
Cc1ccc(-c2cc3c(=O)n(CCNC(=O)Cc4c[nH]c5ccccc45)ccn3n2)cc1C,u
CCc1ccc(NC(=O)Cn2nnc(C(=O)NCc3ccco3)c2N)cc1,14%
CC(C)Oc1ccc2c(NC(=O)c3cocn3)nn(CC(F)(F)F)c2c1,-21%
COCCNC(=O)CC(c1ccc(OC)c(OC)c1)c1c[nH]c2ccccc12 (stereo not given),-16%
COc1ccc(NC(=O)N2CCC3(CC2)SCC(=O)N3Cc2ccco2)c(OC)c1,5%
CCCc1nn2c(=O)cc(COC(=O)c3cc(OC)c(OC)c(OC)c3)nc2s1,20%
CCOCC(=O)N1CCCC(c2[nH]ccc2C(=O)NC)C1 (stereo not given),-4%
Cc1c(C(=O)Nc2ccccc2Cl)oc2ccc(S(=O)(=O)N3CCCCC3)cc12,-24%
C[C@@H](N)C(=O)N1CCC2(CC1)CC(=O)N(Cc1cc(F)cc(F)c1)C2,-1%
FC(F)(F)c1ccc(N2C3CCC2CN(Cc2cccc(-c4cccs4)c2)C3)cc1,u
CC(=O)C1C(=O)CC(c2ccc(Cl)cc2)CC1=O (stereo not given),u
Cc1noc(-c2ccc(C(F)(F)F)cc2)c1NC(=O)Nc1ccc(Cl)cc1,9%
COc1cc(Cl)c(NC(=O)CCS(=O)(=O)c2cc3c(cc2Cl)NC(=O)CO3)c(OC)c1,u
Cc1ccc(F)cc1-c1cn(C)c(=O)n2cc(COc3ccccc3)nc12,-6%[86.2 µM]
CC(=O)N1CCc2c(sc3c2c(=O)n(-c2ccccc2)c(=O)n3CC(=O)c2ccccc2)C1,6%
COc1ccc(-c2cc(=O)c3cc(OC(=O)C(C)(C)C)ccc3o2)cc1,u
O=C(NCCNCc1c[nH]c2ccccc12)c1ccccc1F,-21%
CCOC(=O)c1nc(NCc2ccc(F)cc2)c2ccccc2n1,-5%
CC(C)CCNC(=O)c1nn(C)c2c1CSc1ccccc1-2,-27%
COc1ccc(-c2noc(CC3CCN(C(=O)c4cc(OC)c(OC)c(OC)c4)CC3)n2)cc1,-16%
N#Cc1cccc(-c2ccnc(N[C@H]3CO[C@H]4[C@@H]3OC[C@@H]4NC(=O)c3cccs3)n2)c1,32µM*
COC(=O)CSc1nnc(-c2cccc(O)c2)o1,-18%
CC1=C(C(=O)c2ccccc2)C(c2ccc(Br)cc2)NC(=O)N1 (stereo not given),u
COc1cccc(CN2CCOC[C@H](Oc3ccc(C(F)(F)F)cc3)C2)c1,-4%[86.2 µM]
CCOC(=O)C(Sc1cc(-c2ccccc2)nc2ncnn12)C(C)=O (stereo not given),-22%
O=C(c1cnco1)N(CCN1CCCCC1)CC1CCCN(C2CCCC2)C1 (stereo not given),-7%
CCc1nc2c(c(-c3ccc(Cl)cc3)n1)CCN(C(=O)c1ccccc1OC)CC2,-5%
CN(Cc1ccc(OC(F)F)cc1)C(=O)c1ccccc1Sc1ccccc1C#N,-2%
COc1ccccc1-c1nc2n(n1)C(c1cccs1)C(C(=O)Nc1cccnc1)=C(C)N2 (stereo not given),10%
CCOc1ccc(C(=O)Nc2ccc3oc(-c4ccncc4)nc3c2)cc1Br,-7%
O=C1CC(c2ccccc2)N(C(=O)C2CC2)CCCN(C(=O)C2CCCCC2)CCN1 (stereo not given),22%
CC(NC(=O)C1CC1C)c1ccc2c(c1)CCCC2 (stereo not given),2%
CNCc1ccc(-c2cccc(C(F)(F)F)c2)o1,-17%
CCC[N+](CC#CCO)(CC#Cc1ccccc1)CCC,8%

# Marked active in KDM5B inh, among the entries above:
SMILES,KDM5B inh
Cn1cccc1C(=O)N1CCc2nc3cc[nH]n3c(=O)c2C1,32µM*
Fc1ccc(-c2cc3c(cn2)CN(Cc2ccncc2)CCN3)cc1Cl,35µM*
N#Cc1cccc(-c2ccnc(N[C@H]3CO[C@H]4[C@@H]3OC[C@@H]4NC(=O)c3cccs3)n2)c1,32µM*

# Other results:
SMILES,KDM5B inh
Cc1ccc(S(=O)(=O)Nc2nc3ccccc3nc2Nc2cccc(Cl)c2)cc1,u
CCS(=O)(=O)N1CCCCCCNC(=O)[C@@H]2C[C@@H](C(=O)N3CCN(c4ccccn4)CC3)C[C@@H]21,u
O=C(O)c1cccc(N2C(=O)c3ccc4c5c(ccc(c35)C2=O)C(=O)N(c2cccc(C(=O)O)c2)C4=O)c1,-12%
N#CCC(=O)Nc1ccc(C(=O)OCc2cccc(Cl)c2)cc1,-4%
COc1ccc(NC(=O)CCC2CCCN(C(=O)c3ccccc3SC)C2)cc1Cl (stereo not given),-8%
COc1ccccc1C(=O)Nc1ccccc1C(=O)OCc1cc(=O)n2ccsc2n1,3%
CCC(CC)C(=O)Nc1sc2c(c1C#N)CCCC2,14%
Cc1cc(OCC(=O)c2ccc3c(c2)N(CC(=O)NCC2CCCO2)C(=O)CO3)ccc1C(C)C (stereo not given),-4%
C[N+]1(Cc2ccccc2F)CCN(/C=C/C(=O)C(F)(F)F)CC1,11%
COc1cccc(NC(=O)c2c(C)cc(C)cc2CC(C)(C)C(=O)O)c1,1%
O=C1OCCC1CCC(=O)N1CCc2c(nc(-c3ccccc3)[nH]c2=O)C1 (stereo not given),-14%
CCOc1ccc(NC(=O)C23CCCC=C2N(CC)C(=O)CC3)cc1 (stereo not given),-21%

# Three structures already listed, sorted by length of the SMILES, falling.
SMILES,KDM5B inh
O=C(O)c1cccc(N2C(=O)c3ccc4c5c(ccc(c35)C2=O)C(=O)N(c2cccc(C(=O)O)c2)C4=O)c1,-12%
COc1ccccc1C(=O)Nc1ccccc1C(=O)OCc1cc(=O)n2ccsc2n1,3%
COc1ccc(NC(=O)CCC2CCCN(C(=O)c3ccccc3SC)C2)cc1Cl (stereo not given),-8%

# Later entries:
SMILES,KDM5B inh
CC(=O)c1cccc(NC(=O)CCS(=O)(=O)c2ccc(Br)s2)c1,-4%
Cc1cc(C)cc(C(=O)N(C)C2CCN(CCc3ccccn3)CC2)c1,7%
Cc1ccc(OCc2nc(C3CN(C(=O)C4(c5ccccc5)CC4)C3)no2)cc1,7%
O=C(C1CC1)N1CCOc2ccc(CN3CCc4ccccc4C3)cc2C1,-22%
O=C(c1ccccc1F)N(Cc1cccs1)C1CC1,15%
CC(C)c1cc(C(=O)N[C@@H]2COCC[C@@H]2Oc2cccc(F)c2)nc(N)n1,28µM*
CCc1ccccc1NC(=O)Cn1c(=O)c2cccn2c2ccc(F)cc21,-47%
CCOc1ccccc1CNC(=O)c1cc2n(n1)CC(c1ccc3c(c1)OCO3)OC2 (stereo not given),32µM*
CCCNC(=O)N1CCC(Oc2ccccc2)C1 (stereo not given),2%
CN(C)CCCNC(=O)c1nc(-c2ccc3[nH]ccc3c2)no1,19%
COCCCNC(=S)NNC(=O)CC(c1ccccc1)c1ccccc1,14%
CC1(C)CC2(C)OC(=O)OC2(C)c2ccccc21 (stereo not given),15%

# Shown with the structure last: part of the list above.
KDM5B inh,Compound
2%,CCCNC(=O)N1CCC(Oc2ccccc2)C1 (stereo not given)
19%,CN(C)CCCNC(=O)c1nc(-c2ccc3[nH]ccc3c2)no1
14%,COCCCNC(=S)NNC(=O)CC(c1ccccc1)c1ccccc1
15%,CC1(C)CC2(C)OC(=O)OC2(C)c2ccccc21 (stereo not given)

# (more compounds)
SMILES,KDM5B inh
CCCOc1ccc(-c2nc(C#N)c(NCCc3ccc(OC)c(OC)c3)o2)cc1,u
CC(C)NC(=O)C1CCN(C(=O)c2cc3sccc3n2Cc2ccc(Cl)cc2)CC1,0%
Cc1cccc(C)c1OCCn1c(CCNC(=O)C2CCCCC2)nc2ccccc21,17%
Cc1ncsc1CN1CCCCCCNC(=O)[C@@H]2CCC[C@@H]21,u
Cc1ccc(C(=O)N2CCN(c3cc(=O)n4nc(-c5ccccc5C)sc4n3)CC2)cc1,-9%
